# Screens (PubChem BioAssay)
# PRMT1 inh = blocks human protein arginine methyltransferase 1; Q99873; recombinant PRMT1, activity-based probe fluorescence polarization; inhibition, % at 2.79 µM; hit rate 1.3% among 370,000; AID 652257;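 active = inhibition above about 21% made by adding two undisclosed values, limit read from the data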
# rCAG binder = r(CAG) repeat RNA binding; TO-PRO-1 dye displacement fluorescence; inhibition, % at 3 µM; hit rate 1.3% among 370,000;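 active = inhibition above the plate cutoff, the mean of all test compounds on that plate plus 3 SD, cut at about 35% in these data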;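 also: 0% = DMSO alone and 100% = 100 µM mitoxantrone as full dye displacement; higher means more dye released from RNA so lower well fluorescence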
# MBD2 inh = blocks human MBD2 binding to methylated DNA. Q9UBB5. TR-FRET, MBD2 binding to methylated oligonucleotide. inhibition, % at 4.4 µM. hit rate 0.31% among 370,000. AID 686964; in the data active = inhibition above about 13%
# Target sequence (Q9UBB5 whole entry, looked up): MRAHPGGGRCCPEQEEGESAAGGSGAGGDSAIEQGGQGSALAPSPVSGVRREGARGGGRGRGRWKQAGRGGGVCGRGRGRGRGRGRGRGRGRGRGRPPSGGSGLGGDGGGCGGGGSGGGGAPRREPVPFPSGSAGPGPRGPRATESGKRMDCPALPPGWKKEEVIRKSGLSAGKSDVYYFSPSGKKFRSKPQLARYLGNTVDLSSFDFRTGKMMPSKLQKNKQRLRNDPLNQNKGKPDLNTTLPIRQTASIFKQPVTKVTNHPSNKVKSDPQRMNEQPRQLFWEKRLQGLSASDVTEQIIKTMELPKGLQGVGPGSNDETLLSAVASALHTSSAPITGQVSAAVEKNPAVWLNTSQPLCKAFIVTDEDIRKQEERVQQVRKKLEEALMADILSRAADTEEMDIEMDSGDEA
# SIAE primary = blocks human sialic acid acetylesterase; hit rate 0.69% among 370,000; inhibition, % at 9.66 µM; SIAE FP-Rh probe binding, fluorescence polarization; Q9HAT2;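 active = inhibition above a cutoff: mean of compounds within the control limits plus 3 SD of those, cut at about 17% in these data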;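 also: 0% = plate median of compound wells and 100% = probe without SIAE protein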
# NPR2 activator = GC-B (human) receptor activation | P20594 | HEK293-GC-B cells, CNP EC30, cGMP TR-FRET; 0% at EC30 CNP, 100% saturating CNP | activation, % at 10 µM | hit rate 0.11% among 370,000 | AID 1920062;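 active = activation at 10 µM reaching about 35% in either raw or pattern-adjusted values, limit read from the data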
# ABHD4 inh = inhibitors of mouse ABHD4 | Q8VD66 | purified mABHD4, FP-Rh probe fluorescence polarization | inhibition, % at 8.92 µM | hit rate 0.54% among 370,000 | AID 720543;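 active = inhibition exceeding the mean over every tested compound plus 3 SD, cut at about 30% in these data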;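 also: 0% = plate median of compound wells and 100% = S159A mutant with DMSO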
#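 Assay system: Wild-type mouse ABHD4 protein | Medium: HEPES pH 7.0 buffer, 150 mM NaCl, 0.01% Pluronic F-127 | Incubation: Enzyme–compound pre-incubation 45 min, then probe 60 min, both 25 °C | Technique: Fluorescence polarization with parallel and perpendicular emission, 525/598 nm | Evaluation: % inhibition of FP-Rh probe binding versus controls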
# TDP2 inh = TDP2 (human) inhibition, absorbance primary screen; hit rate 0.34% among 370,000; recombinant TDP2, T5PNP hydrolysis, p-nitrophenol absorbance 415 nm; AID 720702; O95551; inhibition, % at 12.8 µM;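 active = inhibition above the mean of all tested compounds plus 3 SD, set per campaign, cut at about 25% in these data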;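 also: 0% = DMSO with enzyme and 100% = buffer with substrate but no TDP2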
# Target sequence (O95551 whole entry, looked up): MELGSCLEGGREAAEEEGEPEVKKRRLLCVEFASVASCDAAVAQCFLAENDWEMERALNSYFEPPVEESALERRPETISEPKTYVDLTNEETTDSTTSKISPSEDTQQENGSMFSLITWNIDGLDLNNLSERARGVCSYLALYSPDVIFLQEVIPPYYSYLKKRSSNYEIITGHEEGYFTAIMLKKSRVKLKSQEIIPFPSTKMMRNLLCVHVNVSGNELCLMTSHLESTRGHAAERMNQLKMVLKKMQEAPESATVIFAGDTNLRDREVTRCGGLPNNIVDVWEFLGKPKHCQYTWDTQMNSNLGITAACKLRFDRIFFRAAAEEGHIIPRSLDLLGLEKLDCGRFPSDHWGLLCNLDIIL
#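 Assay system: Recombinant human TDP2 | Quantity: 120 nM TDP2 per well | Incubation: 2 h at 37 °C | Signal: Epi absorbance | Evaluation: Percent inhibition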
# LEDGF integ inh = blocks HIV-1 LEDGF/p75-dependent DNA integration | TR-FRET IN-LEDGF/p75 DNA integration, Eu/Cy5 | inhibition, % at 3.7 µM | AID 743269 | hit rate 0.64% among 370,000;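 active = inhibition above the screen-wide mean plus 3 SD, cut at about 13% in these data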;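 also: signal is the Cy5 over europium emission ratio at 671 and 618 nm; 0% = plate median of compound wells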
# HTRA1 inhibitor = HTRA1 (human) protease inhibition. Q92743. recombinant HTRA1, FP-rhodamine activity-based probe, fluorescence polarization. inhibition, % at 5.96 µM. hit rate 0.5% among 340,000. AID 504803; in the data active = inhibition above about 36%;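 also: 0% = enzyme with DMSO and 100% = wells lacking enzyme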
# TCR CD3 inh = human TCR-CD3 binding inhibition | AID 651800 | TAMRA-labeled TCR probe fluorescence, biochemical | inhibition, % at 9.4 µM | hit rate 0.37% among 360,000; in the data active = inhibition above about 19%;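 also: recombinant mutant TCR 2C K166C tagged with TAMRA read by polarization; 0% = receptor in buffer alone and 100% = receptor with positive control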
# The depositor's hits bear a star; nt = not tested or not shown. Only part of the results is shown; count on the stated rates, not on these rows.
# Sample of the layout:
canonical_smiles	rCAG binder	SIAE primary	HTRA1 inhibitor	LEDGF integ inh	TCR CD3 inh	MBD2 inh	NPR2 activator	ABHD4 inh	TDP2 inh	PRMT1 inh
COc1ccc(/C=C/C(=O)O)cc1S(=O)(=O)NCc1ccco1	0	0	5	-2	-7	4	8	3	14	5
Cc1ccccc1NC(=O)Cc1nc(COC(=O)Cc2ccccc2F)cs1	-1	-6	-3	-2	-3	3	0	18	-11	-1
Clc1ccccc1Cc1noc(CN2CCSCC2)n1	0	-5	-3	-2	-7	7	3	-12	-11	3

# The list itself, repeating the preview:
canonical_smiles	rCAG binder	SIAE primary	HTRA1 inhibitor	LEDGF integ inh	TCR CD3 inh	MBD2 inh	NPR2 activator	ABHD4 inh	TDP2 inh	PRMT1 inh
COc1ccc(/C=C/C(=O)O)cc1S(=O)(=O)NCc1ccco1	0	0	5	-2	-7	4	8	3	14	5
Cc1ccccc1NC(=O)Cc1nc(COC(=O)Cc2ccccc2F)cs1	-1	-6	-3	-2	-3	3	0	18	-11	-1
Clc1ccccc1Cc1noc(CN2CCSCC2)n1	0	-5	-3	-2	-7	7	3	-12	-11	3
Cc1csc(NC(=O)CSc2nc(C)nc3c2c(=O)n(C)c(=O)n3C)n1	2	0	-5	2	-2	2	37*	-9	1	-2
CCS(=O)(=O)N1CCC2(CC1)OCCN2S(=O)(=O)c1ccc(C)cc1	-4	-2	2	2	-11	-3	5	0	8	-1
NS(=O)(=O)c1cc(C(=O)OCC(=O)Nc2ccc3[nH]c(=O)[nH]c3c2)ccc1Cl	3	11	2	-5	-4	0	-2	6	9	3
COc1ccc(CN2CCCC(C(=O)c3ccc(Cl)cc3)C2)cc1Cn1cncn1 (stereo unspecified)	-9	1	-2	1	3	-3	3	-1	6	-10
Cc1cc(OC(C)C(=O)NCc2ccncc2)c2c(C)c(C)c(=O)oc2c1 (stereo unspecified)	-3	0	-4	0	4	0	-6	2	9	-1
COC(=O)C(NC(=O)CCc1nnc2ccc(N3CCCCC3)nn12)C(C)C (stereo unspecified)	-8	5	-2	2	1	-1	-8	1	20	-6
O=C(NCc1ccncc1)C1CCCN(S(=O)(=O)c2ccc(Br)cc2)C1 (stereo unspecified)	-5	0	2	0	-1	2	-1	0	-5	3
CCC[C@@H](/C=C/C(=O)OC(C)(C)C)Sc1ccc(N)cc1	-3	16	nt	-4	nt	0	-1	-2	4	1
CCc1ccc(C(=O)N2CCN(c3ccc(NC(=O)c4ccco4)cc3)CC2)cc1	-4	12	0	-1	0	0	-2	4	6	-2
CSc1ccc(CNc2ccccn2)cc1	-4	3	-3	3	-2	3	-2	-4	-3	1
O=[N+]([O-])c1ccc2[nH]nc(-c3ccccc3)c2c1	3	-2	-13	-2	0	-1	-5	-6	-4	0
O=C(COc1cccc2ccccc12)NNC(=O)CSCCO	1	11	8	0	4	3	2	3	3	-4
CCCCC(=O)Nc1cccc2c1C(=O)N(c1ccccc1)C2=O	-3	4	-4	0	3	-3	-5	-4	9	-2
CCC(C)[C@H]1COCCS(=O)(=O)N1Cc1ccc(Br)cc1 (stereo partly specified)	-4	3	-8	4	-3	-5	-14	-10	3	0
CCOc1cc(NC(=S)NCCCN2CCOCC2)c(OCC)cc1NC(=O)C(C)C	-2	0	-1	1	3	3	6	5	4	0
CCN1C(=O)/C(=C/c2ccc(OC)c(OC)c2)N=C1SCC(=O)NCc1ccco1	-4	13	-3	1	-2	-4	-9	3	5	-1
CCn1cc(C(=O)NCCCOC)c(=O)c2cc(S(=O)(=O)N3CCCC3)ccc21	-2	2	8	0	-8	7	0	1	-5	1
CCc1c(C(=O)Nc2cc(C)ccc2OC)[nH]c(C)c1C(C)=O	1	-3	3	2	0	0	-8	5	1	-1
Cc1cc(C)cc(OCCNC(=O)C2CCN(S(=O)(=O)c3ccccc3)CC2)c1	-1	8	0	6	1	-6	2	-7	-2	-3
CCOc1ccc(NC(=O)CSc2nc3ccccc3c(=O)n2CCCC(=O)NCC2CCCO2)cc1 (stereo unspecified)	-1	5	0	3	4	-2	4	-2	10	-1
CCSc1cc(Cl)nc(N)n1	1	8	2	0	8	-3	-2	-5	-4	-9
O=C(/C=C/c1ccccc1)NC(=S)Nc1ccc2c3c(cccc13)CC2	6	1	-6	1	-2	-1	0	-8	-1	1
Cc1ccc(C)n1C(CC(=O)O)c1ccc(C#N)cc1 (stereo unspecified)	33	-2	nt	47*	-2	27*	3	28	-4	27*
NS(=O)(=O)c1ccc(CCNC(=O)Cn2c(=O)c3cccn3c3cccnc32)cc1	3	-2	3	5	2	-4	2	-1	-1	-4
COC(=O)c1ccc(Oc2ccc3nncn3n2)cc1	-3	3	11	-4	3	1	2	-3	-7	-3
CC(=O)c1ccccc1OC(=O)CCN1C(=O)C2C3C=CC(C4CC34)C2C1=O (stereo unspecified)	2	0	3	0	-6	-1	-6	4	-4	1
COC(=O)c1c(N2C(=O)Nc3ccccc3N2O)sc2c1CCCC2	40*	0	-4	5	-3	7	6	-8	5	2
C/C(=N\O)C(C)(C)Nc1ccc(Cl)cc1	0	2	-3	0	4	-2	-9	6	2	-1
Cc1ccc(NC2=CC(=O)CC(c3ccccc3)C2)cc1 (stereo unspecified)	-2	-1	-13	-4	7	-4	0	7	-4	-3
O=C(NCCSCc1ccccc1)c1ccccc1	-4	3	2	-1	6	-2	-3	6	-3	-6
O=C(Nc1ccc(F)cc1)OCc1cn(Cc2cc(F)ccc2F)nn1	2	-4	nt	-4	nt	-3	-6	-4	10	3
CC(C)Cc1nc(N2CCN(C(=O)c3ccco3)CC2)c(C#N)c2c1CCCC2	1	-4	-41	3	6	2	119*	-10	-12	-1
O=[N+]([O-])c1ccc(NC(=S)N2CCN(c3ccc(F)cc3)CC2)cc1	6	-5	-4	2	-1	-1	0	-4	0	1
CCOC(=O)CSc1nnc(CNc2cccc(Cl)c2)n1-c1ccccc1	-6	-3	-3	-1	-2	-5	-11	-1	5	-1
COc1ccnc(Oc2ccc(F)cc2)c1C(=O)N/C=N/OCc1ccc(F)cc1	-2	-5	-22	3	7	1	-4	-8	-8	0
Cc1cc(C(=O)OCC(=O)c2ccc3c(c2)NC(=O)CO3)c2ccccc2n1	5	-26	-20	-2	1	1	9	-8	-12	2
OC(c1ccccc1)(c1nc(-c2ccc(Cl)cc2)cs1)C(F)(F)F (stereo unspecified)	3	-30	nt	-3	4	-7	-1	-25	2	2
CC(C)(C)OC(=O)CNC(=O)c1[nH]cnc1C(=O)N[C@@H](CCCCNC(=O)OC(C)(C)C)C(=O)OC(C)(C)C	-9	-4	-7	3	-2	0	7	-9	-2	3
Cc1ccc(Cn2nnc3c(=O)n(CC(=O)NCc4ccc5c(c4)OCO5)cnc32)cc1	1	0	-1	1	-3	0	-1	-1	8	-2
Cc1ccc(S(=O)(=O)CCC(O)c2ccc(Cl)cc2)cc1 (stereo unspecified)	-4	10	-6	8	-1	-4	-1	-14	-3	-3
CCCCNc1c(-c2ccc(SC(C)CC)cc2)nc2ccc(Cl)cn12 (stereo unspecified)	4	9	nt	0	-10	-2	18	23	6	-1
CSc1nc2ncc(-c3ccsc3)c(N)n2n1	2	0	10	-10	1	7	0	-7	-6	2

# Limited to rCAG binder, TDP2 inh and HTRA1 inhibitor, for five of the compounds above:
SMILES	rCAG binder	TDP2 inh	HTRA1 inhibitor
CCOC(=O)CSc1nnc(CNc2cccc(Cl)c2)n1-c1ccccc1	-6	5	-3
COc1ccnc(Oc2ccc(F)cc2)c1C(=O)N/C=N/OCc1ccc(F)cc1	-2	-8	-22
Cc1cc(C(=O)OCC(=O)c2ccc3c(c2)NC(=O)CO3)c2ccccc2n1	5	-12	-20
OC(c1ccccc1)(c1nc(-c2ccc(Cl)cc2)cs1)C(F)(F)F (stereo unspecified)	3	2	nt
CC(C)(C)OC(=O)CNC(=O)c1[nH]cnc1C(=O)N[C@@H](CCCCNC(=O)OC(C)(C)C)C(=O)OC(C)(C)C	-9	-2	-7

# (further entries)
canonical_smiles	rCAG binder	SIAE primary	HTRA1 inhibitor	LEDGF integ inh	TCR CD3 inh	MBD2 inh	NPR2 activator	ABHD4 inh	TDP2 inh	PRMT1 inh
O=C(C[C@H]1C/C=C\CCC(=O)OC[C@H]2CCCN2C1=O)NCCO	-1	4	11	-1	4	-5	3	4	12	0
O=C(Cc1ccccc1)N1CCN(c2ccc([N+](=O)[O-])cc2)CC1	-3	-2	0	-4	0	-1	-1	1	-8	3
CCOC(=O)C1(C)NC(c2cccs2)C2C(=O)N(c3ccccc3)C(=O)C21 (stereo unspecified)	2	-2	0	3	1	-3	7	2	8	2
Cc1ccc(C)c(N2CCN(c3cnn(-c4nc5ccccc5s4)c(=O)c3Cl)CC2)c1	0	4	4	3	1	-1	2	3	-2	1
COC(=O)[C@]12C[C@H](CC(=O)N3CCCC3)C(=O)N(CCc3ccc(OC)c(OC)c3)C1=C[C@H](C(C)C)O[C@@H]2C1CC1	-2	-1	nt	1	nt	-2	-4	-2	6	4
COc1ccc(-c2[nH]ncc2CN2CCN(c3ccccn3)CC2)c(OC)c1	-6	7	0	-1	4	-3	4	4	-12	-2
Cc1c(C(=O)Nc2cccc(S(=O)(=O)N3CCOCC3)c2)oc2ccccc12	8	1	-16	-1	-4	6	14	-2	4	5
CC(=O)c1nc2ccccc2n1CCc1ccccc1	-3	2	4	4	5	0	-2	-4	-6	-3
